# Screening data: PubChem BioAssay, National Center for Advancing Translational Sciences (NCATS)
# Pol kappa inh: DNA polymerase kappa (human) inhibition | Q9UBT6 | purified Pol kappa, fluorescent DNA synthesis assay, 10 min | Potency, µM (top dose mostly 107 µM), for inactives: at the highest dose activity, negative = inhibition, hits mostly inhibitors | 400,000 compounds, 0.53% hits | AID 588579; further: potency means the concentration at half of the fitted maximal effect; on the % scale 0 is the no-effect control and ±100 the full control effect
#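 Kinetic fluorescence screen: compound preincubated 15 min RT with 10 nM enzyme; 50 nM substrate (final) initiates; reads at 0/10 min.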
# Apoferritin bind: binds horse apoferritin like a general anesthetic. Potency, µM (top dose mostly 77.5 µM), without a hit: at the top dose activity change, negative = displacement, usual class: inhibitors. P02791. apoferritin/1-aminoanthracene competitive binding, fluorescence. 350,000 compounds, 0.074% hits; further: potency means the concentration at half of the fitted maximal effect; on the % scale 0 is the no-effect control and ±100 the full control effect; nearly all actives have a fitted effect of over 20% in size
#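 Apoferritin-based anesthetic binding model; compound displacement of fluorescent 1-AMA measured as endpoint fluorescence after 10 minutes at room temperature, scaled to free-ligand and complex controls.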
# Pol eta inh: inhibitors of human DNA polymerase eta; 390,000 compounds, 1.2% hits; Q9Y253; recombinant Pol eta, fluorescent DNA replication assay; AID 588591; Potency, µM (highest dose often 114 µM), for inactives: top-dose activity change, negative = inhibition, actives largely listed as inhibitors; further: potency means the concentration at half of the fitted maximal effect; on the % scale 0 is the no-effect control and ±100 the full control effect
# Target sequence (Q9Y253 whole entry, looked up): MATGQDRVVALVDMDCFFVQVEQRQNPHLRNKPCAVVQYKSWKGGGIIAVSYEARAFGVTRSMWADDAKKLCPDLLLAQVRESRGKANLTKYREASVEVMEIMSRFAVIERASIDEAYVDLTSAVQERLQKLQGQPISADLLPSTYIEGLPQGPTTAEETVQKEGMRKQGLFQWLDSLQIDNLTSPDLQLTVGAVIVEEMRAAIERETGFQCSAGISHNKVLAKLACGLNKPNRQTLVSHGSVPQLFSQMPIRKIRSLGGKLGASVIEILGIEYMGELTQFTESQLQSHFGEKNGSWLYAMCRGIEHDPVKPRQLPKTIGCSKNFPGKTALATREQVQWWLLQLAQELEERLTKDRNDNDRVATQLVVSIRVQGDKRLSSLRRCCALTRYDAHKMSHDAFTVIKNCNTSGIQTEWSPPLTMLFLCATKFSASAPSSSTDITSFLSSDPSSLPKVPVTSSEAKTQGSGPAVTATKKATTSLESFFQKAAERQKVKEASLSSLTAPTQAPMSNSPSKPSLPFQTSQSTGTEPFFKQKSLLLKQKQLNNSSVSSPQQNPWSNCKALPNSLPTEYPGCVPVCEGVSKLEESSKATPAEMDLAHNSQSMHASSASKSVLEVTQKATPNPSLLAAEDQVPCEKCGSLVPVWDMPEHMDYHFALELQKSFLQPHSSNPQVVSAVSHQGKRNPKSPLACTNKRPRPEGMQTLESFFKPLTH
#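 Pol eta at 10 nM preincubated with compounds 15 min at room temperature; reaction started with fluorescent substrate (50 nM final) and read kinetically at 0 and 10 min.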
# BLM inh: blocks DNA unwinding by human BLM helicase. Potency, µM (series often up to 56.1 µM), inactives show at the highest dose activity change, negative = inhibition, most hits filed as inhibitors. recombinant BLM DNA unwinding, fluorescence dequenching. 350,000 compounds, 0.2% hits;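 further: potency means the concentration at half of the fitted maximal effect; plate controls were vehicle for no effect and no enzyme for full effect; nearly all actives have a fitted effect of over 35% in size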
# APE1 inh: APE1 (human) endonuclease inhibition | Potency, µM (top dose mostly 65.8 µM), inactives show at the top dose activity change, negative = inhibition, actives largely listed as inhibitors | AID 2517 | recombinant APE1, TAMRA/BHQ-2 abasic DNA cleavage fluorescence | 350,000 compounds, 0.35% hits | P27695;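 further: potency means the concentration at half of the fitted maximal effect; plate controls were vehicle for no effect and reference inhibitor for full effect; nearly all actives have a fitted effect of over 55% in size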
# Target sequence (P27695 whole entry, looked up): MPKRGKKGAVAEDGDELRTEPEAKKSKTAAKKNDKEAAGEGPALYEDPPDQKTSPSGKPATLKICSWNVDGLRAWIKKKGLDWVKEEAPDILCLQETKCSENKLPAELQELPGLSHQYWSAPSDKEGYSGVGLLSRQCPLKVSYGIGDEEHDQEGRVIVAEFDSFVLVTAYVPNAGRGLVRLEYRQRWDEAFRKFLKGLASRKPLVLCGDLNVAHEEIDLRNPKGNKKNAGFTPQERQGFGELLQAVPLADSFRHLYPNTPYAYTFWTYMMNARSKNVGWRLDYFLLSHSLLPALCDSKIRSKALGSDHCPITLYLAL
#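 Readout is kinetic fluorescence (ex 525, em 598 nm) from cleavage of 50 nM TAMRA/BHQ-2 THF abasic duplex by 0.75 nM APE1, compound added 15 min beforehand at RT.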
# Pol iota inh: DNA polymerase iota (human) inhibition; Potency, µM (top dose mostly 115 µM), without a hit: top-dose activity, negative = inhibition, actives largely listed as inhibitors; Pol iota fluorescent replication assay, 10 min; 390,000 compounds, 1% hits; Q9UNA4; further: potency means the concentration at half of the fitted maximal effect
#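 Pol iota at 10 nM preincubated 15 min with compounds at room temperature; reaction started with fluorescent substrate, 50 nM final. Fluorescence read kinetically at 0 and 10 min; buffer-only wells as negative control.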
# LDHA block: blocks human lactate dehydrogenase A; purified LDHA, NADH/diaphorase-resazurin fluorescence; hits give low values; P00338; activity change, % (values are at about 110 or 230 µM); 480,000 compounds, 0.15% hits; in the data active means activity change below about -30%; inconclusive means mostly about -25% to -30%;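 further: plate controls were DMSO wells for no effect and wells without enzyme for full effect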
#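 Human LDH5 (2 nM) was incubated with 0.06 mM NADH and 0.2 mM pyruvate for 5 min at room temperature in Tris pH 7.4. Remaining NADH was coupled through diaphorase/resazurin, and resorufin fluorescence was read at 0 and 20 min.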
# Glioma ERSR ind: induces the endoplasmic reticulum stress response in human glioma cells. U87-MG GRP78 promoter luciferase reporter, 16 h. Potency, µM, inactives show top-dose activation, actives largely listed as activators. 420,000 compounds, 0.02% hits; further: potency means the concentration at half of the fitted maximal effect; series mostly up to about 76 µM; % of control where 0% means no effect; nearly all actives have a fitted effect of over 35% in size
#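 Stably transfected U87-MG human glioma cells carrying a GRP78-based luminescent sensor were seeded at 1000 cells/well, pin-dosed with compounds and incubated 16 h. Luciferase reagent was then added, and end-point luminescence was read after 10 min at room temperature.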
# POLB inh: DNA polymerase beta (human) inhibition; P06746; Pol beta primer extension/strand displacement, fluorescence kinetic; Potency, µM (top dose mostly 114 µM), for the others: at the top dose activity change, negative = inhibition, actives largely listed as inhibitors; 340,000 compounds, 1.3% hits; further: potency means the concentration at half of the fitted maximal effect; on the % scale 0 is the no-effect control and ±100 the full control effect
#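 Enzyme-only controls used 10 nM Pol beta; buffer lacking enzyme served as negative control. Compound preincubated 15 min, then 50 nM substrate added; 0 and 10 min reads at room temperature.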
# Active calls of the source: *; ? = inconclusive; . = not tested or not shown; & = joins results of further samples; [ ] = dose if it differs, or a comment. Unless noted, the call rests on the fitted dose curve; in most records, active means well fitted curve in the direction sought with a large enough effect; inconclusive means small, poorly fitted or top-dose-only effect, or another doubt; inactive means no such curve, though single readings can be large; an effect the other way counts as inactive or inconclusive. This is a subset, so the mix of outcomes need not match the whole.
(1) CCOC(=O)c1c(NC(=O)C(=O)N/N=C/c2ccccc2OC)sc2c1CCCCC2
(2) C=CCN(CC=C)C(=S)NC(=O)c1ccc(OC)cc1
(3) COc1ccccc1OCCCCN1CCN(c2ccccc2OC)CC1
(4) COc1cc(C/C=C/c2ccccc2)c(OC)cc1O
(5) CCOc1ccc(NC(=O)CSc2ccc3nnc(-c4ccccn4)n3n2)cc1
(6) O=C(Nc1nnc(C2CC2)s1)C1Cc2ccccc2CN1S(=O)(=O)c1ccccc1F (stereo not given)
(7) COc1ccc(OC)c(S(=O)(=O)CC(O)COc2ccccc2Cl)c1 (stereo not given)
(8) CCOC(=O)COc1cccc2c(=O)n(CC(=O)NCc3ccc4c(c3)OCO4)ccc12
compound no. | 1 | 2 | 3 | 4 | 5 | 6 | 7 | 8
Pol kappa inh | -5% | -13% | -1% | -7%[60.1 µM] | 7% | 2%[60.1 µM] | -1% | -18%
Apoferritin bind | -1% | -7% | -17% | 5% | -5% | -14% | -3% | 0%
Pol eta inh | -22% | 11% | -1% | . | -1% | -11% | 2% | -12%
BLM inh | -3% | -3% | 4% | 5% | -3% | -8% | -4% | -5%
APE1 inh | 8% | 13% | -1% | -1% | -12% | -4% | -4% | 4%
Pol iota inh | 16% | 43%[activator] | 24% | . | -9% | ? | 18% | -14%
LDHA block | -2 | -3 | -23 | . | 1 | 3 | -3 | -14
Glioma ERSR ind | -2% | 3% | -8% | -2% | -2% | 5% | 0% | -5%
POLB inh | 7% | -2% | 12% | . | 10% | ? | 4% | 32%

(9) Cc1ccc(-n2nnnc2SCC(=O)NNC(=O)c2ccco2)cc1C
(10) Cc1ccc(Nc2ccc3nonc3c2[N+](=O)[O-])cc1
(11) Nn1c(SCC(=O)Nc2cccnc2Cl)nnc1-c1ccccc1
(12) O=C(/C=C/c1ccccc1)n1cnnc1SC/C=C/c1ccccc1
(13) CNC(=O)Cc1csc2ccc(Cl)cc12
(14) N#Cc1ccc(/C=N/N=C(N)N)cc1
(15) N#C[C@H]1C2OC2c2ccccc2N1C(=O)c1ccccc1 (stereo not given in full)
(16) CCc1noc(C)c1C(=O)NNC(=O)c1ccccc1Cl
compound no. | 9 | 10 | 11 | 12 | 13 | 14 | 15 | 16
Pol kappa inh | 0% | 13% | -16% | -3% | 0% | 8% | 9% | 16%
Apoferritin bind | -14% | -11% | . | -3% | -18% | 2% | . | .
Pol eta inh | 1% | -10% | -4% | -18% | -4% | 11% | -21% | -10%
BLM inh | -1% | -8% | . | 0% | 4% | -14% | . | .
APE1 inh | 1% | -9% | -10% | 3% | -2% | 9% | . | 52%[activator]
Pol iota inh | 20% | -19% | 39%[activator] | 118%[activator] | 25% | 30%[activator] | 37%[activator] | -11%
LDHA block | -2 | 0 | 9 | -3 | -4 | 1&4 | 2 | 1
Glioma ERSR ind | -2% | -4% | 5% | 0% | -2% | -3% | -3% | -4%
POLB inh | 5% | 1% | . | 12% | 1% | 25% | . | .

(17) Oc1cccc(/C=N/N2CCCCC2)c1O
(18) CCOc1ccccc1NC(=O)c1cc(S(=O)(=O)N2CCOCC2)ccc1C
(19) CC1(C)CC(=O)c2cc(OCC(=O)O)ccc2O1
(20) CC(=O)c1ccc(Nc2cc(C)nc3nc(Cc4ccc(Cl)cc4)nn23)cc1
(21) Cc1ccc(OCCC(=O)NNC(=O)c2cc(C)oc2C)cc1
(22) CCN1CCc2c(sc(NC(=S)NC(=O)c3ccc(Cl)cc3)c2C(N)=O)C1
(23) O=C(c1cc(COc2ccc(F)cc2Cl)on1)N1CCN(C2CCCC2)CC1
(24) O=C(Nc1ccc(F)cc1F)N1CCc2c(sc3c2CCCC3)C1c1ccc(F)cc1 (stereo not given)
compound no. | 17 | 18 | 19 | 20 | 21 | 22 | 23 | 24
Pol kappa inh | -20% | -6% | -14% | -13% | -11% | -5% | -16% | -7%[60.1 µM]
Apoferritin bind | -21% | -9% | 436%[activator] | ? | . | -14% | ? | 13%
Pol eta inh | -1% | -13% | -3% | -22% | -7% | 9% | -2% | -15%
BLM inh | -5% | -5% | 0% | -4% | . | -7% | -8% | -7%
APE1 inh | 10% | -15% | -8% | . | 48% | 2% | 41% | .
Pol iota inh | ? | 5% | 18% | -10% | 25% | 33%[activator] | 27% | -1%
LDHA block | 14 | -9 | -9 | -12 | -7 | -5 | -2 | 2
Glioma ERSR ind | -6% | -3% | -3% | -4% | -4% | 1% | 0% | -3%
POLB inh | ? | -1% | -16% | ? | . | 13% | -24% | 0%

# Given with each value named: 4 of the compounds above.
17) Oc1cccc(/C=N/N2CCCCC2)c1O
  Pol kappa inh = -20%
  Apoferritin bind = -21%
  Pol eta inh = -1%
  BLM inh = -5%
  APE1 inh = 10%
  Pol iota inh = ?
  LDHA block = 14
  Glioma ERSR ind = -6%
  POLB inh = ?

20) CC(=O)c1ccc(Nc2cc(C)nc3nc(Cc4ccc(Cl)cc4)nn23)cc1
  Pol kappa inh = -13%
  Apoferritin bind = ?
  Pol eta inh = -22%
  BLM inh = -4%
  APE1 inh = .
  Pol iota inh = -10%
  LDHA block = -12
  Glioma ERSR ind = -4%
  POLB inh = ?

16) CCc1noc(C)c1C(=O)NNC(=O)c1ccccc1Cl
  Pol kappa inh = 16%
  Apoferritin bind = .
  Pol eta inh = -10%
  BLM inh = .
  APE1 inh = 52%[activator]
  Pol iota inh = -11%
  LDHA block = 1
  Glioma ERSR ind = -4%
  POLB inh = .

23) O=C(c1cc(COc2ccc(F)cc2Cl)on1)N1CCN(C2CCCC2)CC1
  Pol kappa inh = -16%
  Apoferritin bind = ?
  Pol eta inh = -2%
  BLM inh = -8%
  APE1 inh = 41%
  Pol iota inh = 27%
  LDHA block = -2
  Glioma ERSR ind = 0%
  POLB inh = -24%

# Following part.
(25) O=C(CSc1nc2ccccc2o1)Nc1ccccc1N1CCCCCC1
(26) CN(C)S(=O)(=O)N1CCc2ccc(NC(=O)c3ccccc3Cl)cc2C1
(27) COc1cccc(NC(=O)CSc2ccc3nnc(CCNC(=O)c4ccccc4)n3n2)c1
(28) O=C(CSc1nnc(-c2ccc(F)cc2)c2ccccc12)Nc1c(F)cccc1F
(29) S=c1[nH]nc(COc2ccc3c(c2)OCO3)n1-c1ccccc1
(30) COc1ccc(-c2nsc3c(SCC(=O)Nc4cc(C)ccc4C)ncnc23)cc1
(31) CCCOc1ccc(C(=O)Nc2nonc2-c2ccc(OCC)cc2)cc1
(32) COc1ccc(NS(=O)(=O)c2c(F)cc(F)c(Cl)c2F)cc1S(=O)(=O)N1CCCCC1
compound no. | 25 | 26 | 27 | 28 | 29 | 30 | 31 | 32
Pol kappa inh | -2% | -3% | -5% | -9% | -12% | . | 3% | -12%
Apoferritin bind | -3% | -13% | -17% | -6% | 4% | -2% | -1% | -7%
Pol eta inh | -11% | 4% | -5% | -3% | -10% | . | -8% | -9%
BLM inh | -8% | -13% | -2% | 3% | -1% | -2% | 3% | -1%
APE1 inh | 0% | 4% | 16% | 0% | 0% | 5% | . | 2%
Pol iota inh | 7% | -1% | 17% | -22% | 4% | . | -1% | -27%
LDHA block | 4 | -5 | 0 | -11 | -5 | . | -12 | -5
Glioma ERSR ind | -4% | 4% | 1% | -6% | -4% | . | -5% | -4%
POLB inh | 1% | 37% | 32% | 0% | 32% | 6% | 36% | -1%

(33) COc1ccc(-c2csc3nc(-c4ccc(F)cc4)oc(=O)c23)cc1OC
(34) CCN1CCN(c2ncnc3c2oc2nc(C(C)C)c4c(c23)CCC4)CC1
(35) Cc1ccc(C(=O)NC2CCCCC2)cc1
(36) COc1ccc(CC(=O)NC(C)c2nnc(SCC(=O)c3ccc(OC)cc3)n2C)cc1 (stereo not given)
(37) COCCNC(=O)c1cnc2sc(N3CCC(C)CC3)nn2c1=O
(38) CCOC(=O)c1c(C)[nH]c(C(=O)Nc2ccc3c(c2)OCO3)c1C
(39) N#CC(C(=S)Nc1ccccc1)c1nc2ccccc2[nH]1 (stereo not given)
(40) CCOC(=O)c1c(C)n(S(=O)(=O)c2ccc(C)cc2)c2ccc(O)c(C(=O)O)c12
compound no. | 33 | 34 | 35 | 36 | 37 | 38 | 39 | 40
Pol kappa inh | -11% | . | -6% | -15% | -2% | . | -9% | -6%
Apoferritin bind | 2% | -17% | -13% | -7% | 12% | -19% | -18% | -3%
Pol eta inh | 4% | . | -4% | -3% | -8% | . | -3% | -2%
BLM inh | -7% | 2% | -2% | -1% | 0% | -7% | -8% | -1%
APE1 inh | . | 2% | 2% | -6% | . | -5% | 16% | 13%
Pol iota inh | -15% | . | -23% | 199%[activator] | 25% | . | 76%[activator] | 6%
LDHA block | 0 | . | -6 | -3&-9 | 2 | . | -1 | -10
Glioma ERSR ind | -2% | . | 1% | 3% | 0% | . | 3% | 0%
POLB inh | -21% | 11% | 29% | 36% | -10% | 1% | 23% | 8%

(41) COCC(=O)Nc1nc2n(n1)C(c1ccccc1Cl)CC(c1ccc(OC)cc1)N2 (stereo not given)
(42) CCOC(=O)C1CCCN(C(=O)c2cc(S(=O)(=O)N3CCCCC3)c[nH]2)C1 (stereo not given)
(43) Cc1ccc2c(CC(=O)NCC3COc4ccccc4O3)coc2c1 (stereo not given)
(44) N#Cc1cn(Cc2ccccc2)c2ccccc12
(45) COc1ccc(CCNCC(O)COc2ccc(Cl)cc2)cc1OC (stereo not given)
(46) Cc1ccc(NC(c2ccc(Cl)cc2)c2nnc(-c3cccc(F)c3)o2)cc1C (stereo not given)
compound no. | 41 | 42 | 43 | 44 | 45 | 46
Pol kappa inh | -11% | -7% | -4% | -10% | 1% | 4%
Apoferritin bind | -3% | -5% | -4% | 4% | -10% | -2%
Pol eta inh | -13% | -2% | ? | 1% | -3% | -20%
BLM inh | -2% | 0% | -9% | -8% | 3% | 0%
APE1 inh | 4% | 53%[activator] | 0% | 3% | 28% | .
Pol iota inh | -1% | ? | 5% | -2% | 12% | 29%
LDHA block | 1 | -4 | 2 | -1 | -14 | -5
Glioma ERSR ind | -2% | -4% | -2% | -3% | -1% | -3%
POLB inh | 13% | 18% | -25% | -19% | 24% | 2%
